NOTCH agonist: agonists of NOTCH signaling; NOTCH signaling luciferase reporter cells, luminescence; 15,000 tested, 0.4% active; activation, % at 2.5 µM; in the data active = activation above about 2.2%
OPRK1 antag MB: antagonists of human kappa opioid receptor OPRK1, Maybridge library; OPRK1 cells, antagonist mode, fluorescence readout; AID 652031, 2013; Kappa-type opioid receptor (Homo sapiens), P41145; 16,000 tested, 0.4% active; inhibition, % at 9 µM; in the data active = inhibition above about 50%
Target sequence (P41145 whole entry, looked up): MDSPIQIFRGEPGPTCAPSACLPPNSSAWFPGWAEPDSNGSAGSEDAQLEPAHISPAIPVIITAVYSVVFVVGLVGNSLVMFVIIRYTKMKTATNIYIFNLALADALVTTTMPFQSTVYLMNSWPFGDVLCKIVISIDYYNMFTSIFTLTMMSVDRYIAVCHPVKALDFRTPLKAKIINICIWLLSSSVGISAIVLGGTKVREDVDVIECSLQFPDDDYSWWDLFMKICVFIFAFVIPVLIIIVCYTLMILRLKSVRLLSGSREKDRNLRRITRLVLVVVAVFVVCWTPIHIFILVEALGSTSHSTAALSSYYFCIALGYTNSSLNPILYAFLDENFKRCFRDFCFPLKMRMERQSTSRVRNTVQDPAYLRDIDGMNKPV
TLR4 MyD88 blk: inhibitors of human TLR4-MyD88 binding; Cell-based TLR4-MyD88 binding inhibition assay; inhibition, % at 10 µM; 16,000 tested, 0.06% active; in the data active = inhibition above about 45%
PME-1 Maybr inh: inhibitors of human PME-1 in Maybridge library | Protein phosphatase methylesterase 1 (Homo sapiens), Q9Y570 | inhibition, % at 9 µM | recombinant PME-1, FP-Rh probe fluorescence polarization | 16,000 tested, 0.5% active | AID 2291, 2010; in the data active = inhibition above about 30%
Target sequence (Q9Y570 whole entry, looked up): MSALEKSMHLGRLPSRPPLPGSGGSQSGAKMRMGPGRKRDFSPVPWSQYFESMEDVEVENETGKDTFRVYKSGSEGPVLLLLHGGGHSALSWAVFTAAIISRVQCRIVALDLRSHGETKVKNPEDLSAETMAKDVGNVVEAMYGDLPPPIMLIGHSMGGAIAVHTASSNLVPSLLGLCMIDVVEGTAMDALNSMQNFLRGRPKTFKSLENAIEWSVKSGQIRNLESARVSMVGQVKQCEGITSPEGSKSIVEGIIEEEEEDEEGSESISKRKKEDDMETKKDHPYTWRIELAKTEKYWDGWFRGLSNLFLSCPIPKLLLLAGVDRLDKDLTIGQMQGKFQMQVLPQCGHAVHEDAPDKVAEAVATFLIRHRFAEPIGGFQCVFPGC
luminol inh ctr: counter-screen for Nox1 inhibitors: inhibitors of luminol chemiluminescence. HRP/luminol/H2O2 chemiluminescence counterscreen. inhibition, % at 6.7 µM. 16,000 tested, 0.4% active. AID 1823, 2009; also: reference of the scale not given here
S1P1 ag: activates the human S1P1 receptor. S1P1 agonist cell-based reporter assay. activation, % at 4.5 µM. 16,000 tested, 1.5% active. Sphingosine 1-phosphate receptor 1 (Homo sapiens), P21453; in the data active = activation above about 80%
Nox1 inhibitor: inhibitors of human NADPH oxidase 1 (Nox1); AID 1792, 2009; Q9Y5S8; HT29 cells, luminol chemiluminescence ROS; 16,000 tested, 0.81% active; inhibition, % at 6.7 µM
rat GALR2 agon: agonists of rat galanin receptor 2 (GALR2) | Galanin receptor type 2 (Rattus norvegicus), O08726 | cell-based GALR2 agonist screen | activation, % at 10 µM | 16,000 tested, 0.5% active | AID 833, 2007; in the data active = activation above about 15%
* hit, by the source's call; . = not tested or not shown. Rule as the data show it, unless noted: active = inhibition above about 75%; inactive = the rest. Only part of the results is shown; the hit share may differ from the screen's.

SMILES	NOTCH agonist	OPRK1 antag MB	TLR4 MyD88 blk	PME-1 Maybr inh	luminol inh ctr	S1P1 ag	Nox1 inhibitor	rat GALR2 agon
COC(=O)c1cnc(OC)c([N+](=O)[O-])c1	-0.5	20.8	-0.3	0.5	1.9	-3.8	-20.5	-4.5
O=S(=O)(Cc1ccc2nonc2c1)c1ccc(C(F)(F)F)cn1	0.2	-5.0	7.9	4.6	-4.4	19.1	26.9	-3.3
O=C(c1ccc(Br)cc1)c1ccc([N+](=O)[O-])cc1	-1.0	18.7	-7.0	5.3	-1.7	2.8	12.0	-6.5
O=C1OC2CC3CCC2C1C3 (centres undefined)	-1.1	-1.2	2.2	6.2	-8.2	8.1	11.8	-5.9
CC(C)C1=NNC(=O)C1(C)C	1.0	19.4	-3.1	-1.2	-0.8	-4.7	0.8	-5.5
CS(=O)(=O)c1ccc(C(=O)Nc2cccc(Cl)c2)cc1	-0.8	8.5	-0.6	-3.0	2.6	10.2	-31.0	-4.4
O=C(c1cccs1)N1CCCN(Cc2cccc3ccccc23)CC1	-0.1	-1.3	16.9	5.3	-2.2	2.8	-31.2	-4.5
O=C(Nc1nc(C(F)(F)F)c(-c2ccccc2)s1)c1cccs1	-0.5	-18.7	3.4	3.5	5.5	-10.9	-5.8	-4.9
Cc1cc(C)n(OC(=O)c2c(-c3c(Cl)cccc3Cl)noc2C)c(=O)c1C#N	0.0	5.1	3.3	-2.7	0.7	-17.6	-47.0	0.7
O=C(Nc1cscc1S(=O)(=O)c1ccc(Cl)cc1)c1ccccc1Cl	0.2	-4.4	-8.4	4.2	3.6	-12.6	-23.4	-7.8
C/C(=N\N=C1/NC(=O)CS1)c1ccc(Cl)s1	-0.4	7.0	-9.7	0.0	0.4	14.3	-5.1	-8.1
CN(C)n1cccc1/C=C(\C#N)C(=O)c1cccc(C(F)(F)F)c1	-0.7	11.1	-0.7	4.9	-1.3	4.3	8.3	-0.2
Cn1cc(Cl)c(/C=N/OC(=O)Nc2ccc(Cl)cc2)n1	0.7	24.1	2.6	1.6	-4.7	16.1	35.4	-6.8
CSc1cc(-c2ccccn2)nc(C(C)(C)C)c1	-1.0	15.2	-1.3	1.9	-2.0	-15.6	-11.9	-6.2
O=C(NC(=O)N1CCOCC1)c1nnc(-c2ccccc2)o1	-0.6	8.8	-3.4	-3.0	1.8	-16.8	-92.9	-5.0
CO/N=C1\CCCc2c(C(=O)NNC(=O)Nc3ccc(OC(F)(F)F)cc3)sc(SC)c21	-0.2	8.6	-6.8	-7.8	-5.8	-29.9	6.8	-3.8
N#Cc1c(N)sc2c1CCCCC2	0.8	0.9	4.7	1.2	0.5	-17.0	-69.1	-4.2
COC(=O)/C=C(/Nc1ccc(Cl)cc1)C(=O)OC	0.0	7.2	-3.1	-1.3	1.7	8.6	-22.1	-3.2
CCc1ccc(C(=O)NNc2ccc(Cl)cc2)cc1	-0.5	7.5	1.0	-1.5	0.7	28.4	-8.7	-1.4
O=C(NNc1nc(-c2cccs2)cs1)c1ccc(Cl)cc1	-0.7	0.4	-12.4	5.1	6.1	-2.8	5.3	-8.5
O=C(O)c1nccnc1C(=O)NCc1c(Cl)cccc1Oc1ccccc1	-0.6	-5.3	-1.3	5.4	-4.0	2.6	-40.0	-3.8
CCNc1[nH]c(=S)nc2c1cnn2-c1ccccc1	-1.4	-8.5	-5.3	-8.9	-5.6	-4.8	-8.3	-1.7
COc1cccc(OCc2ccccc2)c1C#N	-0.2	0.4	-5.0	8.2	-4.6	-5.4	15.7	-5.8
C=CCSc1ncnc2c1cnn2-c1ccccc1	-0.1	8.6	-6.8	-6.0	3.0	50.8	-29.7	-3.9
O=[N+]([O-])c1cc(/C=N/Nc2ccc(Br)c(Cl)c2)cs1	1.4	-9.0	9.6	1.5	70.1	12.7	-50.0	-10.3
COc1ccc(NC(=O)C2CC(C)=C(C)CC2C(=O)O)c(N2CCOCC2)n1 (centres undefined)	0.0	-13.3	-8.7	1.5	-5.6	-20.9	-11.6	-1.6
N#Cc1c(N)nc2[nH]c(=S)[nH]c(=O)c2c1-c1ccc([N+](=O)[O-])cc1	-5.6	2.9	-3.2	7.6	83.8*	7.4	23.6	-4.6
Cc1c(C(=O)c2ccccc2C(=O)O)sc2ccccc12	-0.5	-4.6	-7.5	4.8	-4.1	-10.4	8.8	-7.4
O=C(NNC(=O)c1cccc([N+](=O)[O-])c1)c1cccc(Cl)c1	.	22.3	8.6	-3.3	6.0	18.6	-24.3	-7.7
CCc1ccc(C(=O)/C=C/SC(=NC#N)SC)cc1	-0.3	5.4	2.5	-0.5	-0.6	9.1	-10.3	-3.9
Cn1[nH]c(=O)cc1C(=O)N/N=C/c1ccc([N+](=O)[O-])cc1	-0.1	4.2	7.1	-1.0	-25.2	-9.3	4.2	0.0
Cc1c(NS(=O)(=O)c2ccc(S(=O)(=O)c3ccccc3)s2)c(=O)n(-c2ccccc2)n1C	-0.8	-16.4	14.1	-0.2	3.3	20.3	-72.7	-6.5
FC(F)(F)C1=CC=NCCN1	0.8	28.3	36.6	10.1	-6.7	1.4	23.1	-3.6
COc1ccccc1C(=O)c1ccccc1	-0.3	5.7	5.3	-1.7	3.1	-23.3	-50.9	-8.0
Cc1nc(-c2cccnc2)cs1	-0.6	-1.0	2.1	1.3	0.3	-7.8	-20.8	-5.0
CC(=O)C(C)(C)OC(=O)NCc1ccccn1	0.1	13.5	-0.6	5.7	-3.1	-3.7	18.5	-3.9
COc1cc2c(cc1OC)Cc1cc(OC)c(OC)cc1Cc1cc(OC)c(OC)cc1C2	-0.2	-22.4	-70.1	-0.8	19.8	-36.4	-1.1	-1.6
O=S(=O)(c1ccc(Oc2ccccc2)nc1)N1CCCC1c1ccc(F)cc1 (centres undefined)	0.7	-7.2	-4.4	5.0	-2.8	2.9	13.6	-7.9
FC(F)(F)c1ccc2c(c1)[nH]c(=S)n2CCc1ccccc1	-0.7	28.5	-1.5	-1.0	3.2	-11.8	-25.9	-7.0
COCc1cc(=O)[nH]c2c1c(-c1cccs1)nn2C	0.5	1.1	3.2	1.4	-5.3	-7.2	14.3	-5.0
OCc1c(F)c(F)c(F)c(F)c1F	0.4	6.9	-6.7	5.5	-6.2	-10.4	18.2	-8.3
NNC(=O)c1cc(OCC(F)(F)F)nc(OCC(F)(F)F)c1	-0.5	-17.5	4.7	-2.5	9.5	1.8	-71.9	0.1
CCOC(=O)COc1ccccc1/C=C(/C#N)S(=O)(=O)c1cccs1	0.1	15.8	-2.9	7.5	-4.6	3.0	9.6	-4.9
CCOC(=O)c1cc(C)nc(Sc2ccc(NC(C)=O)cc2)n1	-0.1	5.9	-7.4	-0.2	-1.5	-11.2	-30.2	-0.1
Cc1ccc2cc(F)ccc2[n+]1C	-0.7	2.8	-3.3	-0.2	2.5	9.0	-9.5	-6.3
Cn1nc(C(F)(F)F)c(-c2ccccc2)c1N1C(=O)C2C3C=CC(C3)C2C1=O (centres undefined)	-0.4	-36.1	6.1	1.9	-2.0	86.0*	-47.8	-6.5
CCCCCCNC(=O)NC(CC(=O)O)c1ccccc1 (centres undefined)	0.1	15.9	9.8	-0.1	-1.1	3.9	0.0	-4.6
Cc1cccc(-c2noc(NC(=O)NNc3c(Cl)cccc3Cl)n2)c1	0.1	-21.5	-4.0	-0.2	5.0	-19.0	-12.0	-4.7
COC(=O)c1cnc(Sc2ccccc2N)c([N+](=O)[O-])c1	0.0	14.3	-2.9	6.5	-6.8	-2.0	12.4	-1.2
N#C/C(=N\OS(=O)(=O)c1ccc(Cl)cc1)S(=O)(=O)c1cccs1	-0.2	17.7	2.5	-0.1	-1.2	-14.1	0.0	-4.2

As a short view, some entries already given:
SMILES	NOTCH agonist	OPRK1 antag MB	TLR4 MyD88 blk	PME-1 Maybr inh	luminol inh ctr	S1P1 ag	Nox1 inhibitor	rat GALR2 agon
OCc1c(F)c(F)c(F)c(F)c1F	0.4	6.9	-6.7	5.5	-6.2	-10.4	18.2	-8.3
NNC(=O)c1cc(OCC(F)(F)F)nc(OCC(F)(F)F)c1	-0.5	-17.5	4.7	-2.5	9.5	1.8	-71.9	0.1
CCOC(=O)COc1ccccc1/C=C(/C#N)S(=O)(=O)c1cccs1	0.1	15.8	-2.9	7.5	-4.6	3.0	9.6	-4.9
CCOC(=O)c1cc(C)nc(Sc2ccc(NC(C)=O)cc2)n1	-0.1	5.9	-7.4	-0.2	-1.5	-11.2	-30.2	-0.1
Cc1ccc2cc(F)ccc2[n+]1C	-0.7	2.8	-3.3	-0.2	2.5	9.0	-9.5	-6.3
Cn1nc(C(F)(F)F)c(-c2ccccc2)c1N1C(=O)C2C3C=CC(C3)C2C1=O (centres undefined)	-0.4	-36.1	6.1	1.9	-2.0	86.0*	-47.8	-6.5
CCCCCCNC(=O)NC(CC(=O)O)c1ccccc1 (centres undefined)	0.1	15.9	9.8	-0.1	-1.1	3.9	0.0	-4.6
Cc1cccc(-c2noc(NC(=O)NNc3c(Cl)cccc3Cl)n2)c1	0.1	-21.5	-4.0	-0.2	5.0	-19.0	-12.0	-4.7
COC(=O)c1cnc(Sc2ccccc2N)c([N+](=O)[O-])c1	0.0	14.3	-2.9	6.5	-6.8	-2.0	12.4	-1.2
N#C/C(=N\OS(=O)(=O)c1ccc(Cl)cc1)S(=O)(=O)c1cccs1	-0.2	17.7	2.5	-0.1	-1.2	-14.1	0.0	-4.2

Next part
SMILES	NOTCH agonist	OPRK1 antag MB	TLR4 MyD88 blk	PME-1 Maybr inh	luminol inh ctr	S1P1 ag	Nox1 inhibitor	rat GALR2 agon
CSC1=N/C(=C\c2ccc([N+](=O)[O-])s2)C(=O)N1Cc1ccco1	1.7	-11.2	-3.2	-1.2	0.5	-1.3	-21.1	-8.3
CCOC(=O)c1c(C)c2c(=O)[nH]cnc2n1-c1ccccc1	-0.6	7.9	-9.5	6.2	-4.2	42.0	4.2	-3.5
OC(CNCc1ccc(-c2cccs2)cc1)C(F)(F)F (centres undefined)	-0.8	18.7	3.0	-4.9	2.3	9.3	2.0	-5.2
Cc1cc(C)n(-c2ccccc2)c2nn(-c3ccccc3)c(=O)c1-2	-0.1	-7.0	2.1	-1.0	-4.3	5.5	-5.6	-4.4
NC(/C=C/c1cc(C(F)(F)F)cc(C(F)(F)F)c1)=N\O	0.3	6.1	5.2	2.0	-8.7	-7.4	-11.9	-5.5
C#CCOC(=O)Nc1nc(C)oc1C(F)(F)F	0.1	-7.9	3.4	22.9	3.5	7.8	-33.3	-4.9
O=C(NC1CCS(=O)(=O)C1)C1CCN(c2nccc(C(F)(F)F)n2)CC1 (centres undefined)	0.4	5.6	-2.5	9.1	-5.8	3.5	11.9	-3.8
N#CC(C#N)=CNC(CO)C(O)c1ccc([N+](=O)[O-])cc1 (centres undefined)	-0.3	6.7	-2.8	-0.3	-1.8	-8.3	-20.0	-5.3
O=[N+]([O-])c1ccc(N2CCN(c3ccccc3Cl)CC2)c([N+](=O)[O-])c1	-0.2	-6.9	-2.9	1.3	-0.5	1.3	-48.8	-0.5
O=C(CSc1ccc([N+](=O)[O-])cc1Cl)NCc1ccccc1	0.4	-0.6	4.0	2.6	-6.0	0.5	28.8	-6.8
Cn1nc(-c2ccccc2)cc1NC(=O)c1ccccc1	0.2	8.8	5.6	0.1	-1.3	-8.2	-43.8	1.2
O=C1/C(=C\c2ccccc2)N=C(c2ccccc2)N1c1ccccc1	0.2	-36.4	.	-2.4	1.8	5.1	-78.3	3.0
O=C(Nc1ccc(Cl)cc1)N1CCOC1c1cccs1 (centres undefined)	0.3	-31.4	-5.5	0.2	-1.6	-7.0	-79.0	-7.8
O[C@@H]1C2C3CC4C5C3C1C5[C@@H](O)C42 (some centres undefined)	-0.9	-9.3	-5.7	-0.5	0.0	-8.5	-53.6	0.6
FC(F)(F)c1cnc(N2CCSCC2)c(Cl)c1	0.3	11.4	3.0	0.1	-0.9	-6.4	-7.1	-5.0
Cn1c(=O)c(C#N)cn(-c2ccccc2)c1=O	-1.2	15.2	0.0	2.8	-4.8	-15.9	2.9	-4.2
ON(Cc1ccccc1)Cc1ccccc1	0.1	0.2	-1.4	0.4	-1.1	-10.8	3.1	-3.9
O=S(=O)(c1cccc2cccnc12)N1CCCC1c1ccc(F)cc1 (centres undefined)	-0.8	-12.1	-4.4	0.6	-0.3	-12.3	-17.4	-6.8
COc1cc2c(c3c1C(=O)CC(c1ccccc1)O3)C=CC(C)(C)O2 (centres undefined)	-0.1	-41.0	1.5	6.4	2.4	-13.1	-34.1	-6.5
Cc1cc(NC(=O)C2COc3ccccc3O2)no1 (centres undefined)	0.5	3.3	1.2	1.6	-5.6	-13.7	12.5	-2.3
O=C(CC(C(=O)O)c1ccccc1)c1cccs1 (centres undefined)	0.2	10.4	1.6	-1.8	-1.5	2.3	-11.3	3.7

Compound activity from PubChem BioAssay.
